# Bioassay records as filed in PubChem BioAssay.
# CDK5 inh = blocks human CDK5/p35 kinase activity | Q00535+Q15078 | Recombinant CDK5/p35, ADP-Glo luminescence, 60 min | inhibition, % at 10 µM | 0.01% of 330,000 active;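 active = highest replicate inhibition of at least 50% and at least 75% of replicates reaching 50%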;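 note: plate controls were DMSO neutral control for no effect and GW8510 at 10 µM for full effect; many of its hits are not listed in these tables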
# HTR5A ag ctr = activates human HTR5A in OPRM1-OPRD1 agonist counter-screen; P47898; HTR5A agonist assay, luminescence, cell-based; activation, % at 9.3 µM; 0.61% of 340,000 active; AID 504692; in the data active = activation mostly above about 9.5%, no sharp cut-off; inactive = mostly below about 7.6%;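 note: 0% = cells with vehicle only and 100% = reference agonist; strong numbers were not always called active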
# Target sequence (P47898 whole entry, looked up): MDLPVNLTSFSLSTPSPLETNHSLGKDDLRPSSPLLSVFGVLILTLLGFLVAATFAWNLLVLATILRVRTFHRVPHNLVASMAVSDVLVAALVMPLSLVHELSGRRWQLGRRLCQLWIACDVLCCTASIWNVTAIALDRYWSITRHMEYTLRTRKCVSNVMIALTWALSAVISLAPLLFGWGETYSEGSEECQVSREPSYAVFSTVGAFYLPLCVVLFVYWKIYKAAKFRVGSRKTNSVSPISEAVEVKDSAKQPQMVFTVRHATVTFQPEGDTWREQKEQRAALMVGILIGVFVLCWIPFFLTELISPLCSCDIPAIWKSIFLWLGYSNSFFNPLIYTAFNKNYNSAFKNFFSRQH
# Tat export inh = blocks Tat-dependent protein export in E. coli; inhibition, % at 10 µM; E. coli MC4100 TorA-mCherry Tat export, fluorescence; 0.036% of 340,000 active;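 active = mean replicate inhibition at least 50% and at least half of replicates individually reaching 50%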;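 note: exported cargo escapes ClpAP degradation while cytoplasmic cargo is degraded and loses fluorescence; 0% = median of neutral control wells and 100% = median of NaSCN control wells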
# PKA-R2B act = PKA-R2B complex activation; P22694+P31323; PKA-R2B holoenzyme dissociation, Cy5-IP20 fluorescence polarization; R2B truncated from residue 108, S112A mutant; 0% DMSO only, 100% 113 µM cGMP; activation, % at 11.4 µM; 0.079% of 340,000 active; AID 504700;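 active = activation above a cutoff set at the mean over all compounds plus 3 SD, cut at about 18% in these data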;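 note: higher means more holoenzyme dissociation and a rise in polarization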
# AddAB inh = less growth of phage-infected E. coli with AddAB | E. coli expressing H. pylori AddAB, absorbance growth | 0.29% of 330,000 active | AID 435030 | inhibition, % at 11.9 µM; in the data active = inhibition above about 12%;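 note: 0% = vehicle wells of infected cells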
# E coli growth = reduces bacterial viability in AddAB counter-screen. 0.27% of 330,000 active. E. coli V3065 growth, OD600 absorbance, 18 h. inhibition, % at 11.9 µM;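 active = inhibition above the campaign's mean inhibition across all tested compounds plus 3 SD, cut at about 9.9% in these data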;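 note: uninfected addAB+ strain grown without phage in ampicillin broth; 0% = DMSO wells and 100% = ciprofloxacin 0.95 µg/ml wells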
# DAGLB inhibitor = blocks human DAGLB lipase activity | 0.059% of 340,000 active | inhibition, % at 5.17 µM | Q8NCG7 | HEK293T DAGLB membrane lysate, EnzChek fluorogenic substrate; in the data active = inhibition above about 34%;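 note: 0% = enzyme with vehicle and 100% = wells lacking enzyme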
# Target sequence (Q8NCG7 whole entry, looked up): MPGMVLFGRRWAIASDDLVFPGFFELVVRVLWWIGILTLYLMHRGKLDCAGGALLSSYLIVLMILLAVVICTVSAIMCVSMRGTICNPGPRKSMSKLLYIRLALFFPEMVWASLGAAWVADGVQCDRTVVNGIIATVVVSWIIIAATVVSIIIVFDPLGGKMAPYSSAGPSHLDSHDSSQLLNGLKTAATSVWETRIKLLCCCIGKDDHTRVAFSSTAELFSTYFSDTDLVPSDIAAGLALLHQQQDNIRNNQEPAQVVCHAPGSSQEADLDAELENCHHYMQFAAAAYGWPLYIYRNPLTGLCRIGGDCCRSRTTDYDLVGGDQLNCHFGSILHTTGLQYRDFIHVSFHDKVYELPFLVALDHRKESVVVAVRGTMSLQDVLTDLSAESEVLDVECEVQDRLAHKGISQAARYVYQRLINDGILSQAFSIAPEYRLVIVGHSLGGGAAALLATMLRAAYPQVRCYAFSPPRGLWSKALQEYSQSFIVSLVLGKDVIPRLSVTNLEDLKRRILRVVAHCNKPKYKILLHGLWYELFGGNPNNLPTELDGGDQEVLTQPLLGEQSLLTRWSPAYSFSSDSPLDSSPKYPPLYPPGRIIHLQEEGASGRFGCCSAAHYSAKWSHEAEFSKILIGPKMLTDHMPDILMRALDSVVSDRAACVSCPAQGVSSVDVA
# HTR5A inv ag = inverse agonist of human HTR5A in OPRM1-OPRD1 counter-screen. P47898. HTR5A cell line, luminescence, inverse agonism. inhibition, % at 9.3 µM. 0.083% of 340,000 active. AID 504634; in the data active = inhibition mostly above about 23%, no sharp cut-off; inactive = mostly below about 18%;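 note: 0% = cells with DMSO and 100% = no-cell wells with DMSO; some compounds called inactive have numbers as strong as hits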
# Mot1-301 SUMO = blocks SUMOylation pathway, rescuing yeast Mot1-301 growth. AID 2716. 1% of 320,000 active. growth rescue, % at 18.8 µM. S. cerevisiae Mot1-301 growth rescue, ATP luminescence, 38.5C; percent above DMSO median, 100 means doubled;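 active = every valid replicate shows activation above 250% relative to neutral control wells; inactive = the rest, any valid replicate at or below 250%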;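 note: OY570 slx delta 5 strain wells were the positive control but not used for scaling; some compounds called inactive have numbers as strong as hits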
# phage Ecoli inh = E. coli growth loss with phage present | growth absorbance | inhibition, % at 11.9 µM | 0.26% of 360,000 active; in the data active = inhibition above about 11%
# PKA-R1A act = PKA-R1A complex activation. P00514+P68181. activation, % at 11.4 µM. PKA-R1A dissociation, Cy5-IP20 fluorescence polarization; scaled: DMSO 0%, 113 µM cGMP 100%. 0.083% of 340,000 active;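 active = percent activation above the mean of all tested compounds plus 3 SD, cut at about 19% in these data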;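 note: higher means more PKAc released from R1A so a rise in polarization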
# An asterisk follows results filed as active; . = no result given.
# Results follow in this order: CDK5 inh	HTR5A ag ctr	Tat export inh	PKA-R2B act	AddAB inh	E coli growth	DAGLB inhibitor	HTR5A inv ag	Mot1-301 SUMO	phage Ecoli inh	PKA-R1A act
- CC1(c2nnc(-c3ccc(Cl)cc3)o2)CC(c2ccc(Cl)cc2)=NO1 (stereo unspecified)
    -2.1	3	-1	1	2.5	-1.2	-2	-14	5	2.7	-3
- CNC(=O)COC(=O)[C@@H](Nc1ccc(S(=O)(=O)N2CCOCC2)cc1[N+](=O)[O-])C(C)C
    1.5	2	2	-1	2.2	-2.2	1	5	-29	1.5	-6
- CCn1c(C)nc2cc(C(=O)NN=Cc3ccccc3OC(F)F)ccc21
    -2.0	18*	-11	1	2.4	0.1	-1	-46	14	3.9	0
- CCc1nc(SCc2ccc(OC)cc2)n[nH]1
    0.5	1	-5	-2	0.5	-0.7	-2	-2	36	1.9	-2
- O=C(Cn1cc(COc2ccc3ccc(=O)oc3c2)nn1)c1ccc(O)cc1
    0.6	6	6	-2	.	.	-1	-23	.	4.0	5
- Cc1ccc(C2CC(=O)NC3=C2C(=O)CCC3)cc1Br (stereo unspecified)
    -1.3	3	1	-7	1.9	-2.2	0	-2	-14	3.0	7
- Cc1ccccc1OCCSc1nc2ncnc(N)c2[nH]1
    1.4	-3	5	-6	5.8	0.2	-1	7	496	0.8	0
- CC(=O)c1c(N2CCN(C(=O)c3ccco3)CC2)nc(=S)n(-c2ccccc2)c1C
    0.9	-1	-12	8	1.9	0.9	2	-11	-2	-0.5	1
- O=C(COc1ccc(Br)cc1)N1CCN(c2ccccc2)CC1
    1.0	-6	-4	-3	5.4	-1.1	-6	1	67	3.0	-5
- CN=C(Cc1ccccc1)C1=C(O)CC(C)(C)CC1=O
    7.6	0	1	-1	-0.7	2.3	4	1	2	1.9	-3
- Cc1nn(-c2ccccc2)c(Cl)c1/C=N/NC(=O)CNC(=O)c1ccccc1Cl
    -0.3	0	15	-6	-1.3	-1.8	-3	1	8	3.1	-7
- Cc1ccccc1Cn1cc(S(=O)(=O)c2ccc(C(C)C)cc2)c(=O)c2cc3c(cc21)OCO3
    0.4	0	-2	-7	-0.9	-0.9	-5	2	10	2.9	-8
- CC(C)N(C)C(=O)c1ccc(OC2CCN(CCc3ccccc3)CC2)cc1
    0.2	0	-3	0	0.5	-0.1	0	6	19	-0.1	-8
- COc1ccc(C(=O)O)cc1S(=O)(=O)N(C)CCc1cccnc1
    3.1	1	5	6	2.4	-4.7	2	-4	-8	2.1	-13
- C/C(=N\NC(=O)c1cccc(S(=O)(=O)Nc2ccc(C)cc2C)c1)c1ccncc1
    0.2	2	-2	0	.	.	1	0	.	3.7	-1
- COc1ccc([N+](=O)[O-])cc1NC(=O)CSc1nc(C)c(C)c(C)n1
    -0.6	-1	-9	12	1.9	-3.2	0	2	25	0.9	-1
- Cc1ccc(N2CCN(C3=NC(=O)C(Cc4ccccc4)S3)CC2)cc1 (stereo unspecified)
    -0.5	5	9	-9	3.9	-1.6	2	8	152	1.4	0
- NS(=O)(=O)c1ccc(NC(=O)CSc2ncn[nH]2)cc1
    -0.4	0	-3	7	0.5	-2.3	-1	-12	-7	2.9	0
- COc1ccc(CNc2nc(-c3ccccc3)nn2C(=O)c2cccs2)cc1
    0.5	2	-13	-3	1.4	1.2	0	8	15	3.2	0
- C[C@H]1COC(=O)[C@H](Cc2ccc(F)cc2)C/C=C\C[C@@H](CC(=O)N(CCO)Cc2ccccc2)C(=O)N1
    -1.9	1	-9	-2	-1.1	-2.7	-4	5	-9	0.2	-3
- CCn1c(-c2cc3c(C(F)(F)F)nn(C)c3s2)n[nH]c1=S
    -0.8	0	5	0	0.2	0.7	-3	-19	-12	1.7	3
- CCOc1ccc(S(=O)(=O)N2CCN(Cc3ccco3)CC2)cc1
    -2.0	1	-1	8	-1.2	0.2	-2	2	17	1.8	1
- Cc1ccccc1OCC(=O)NCc1ccccc1
    0.3	5	4	16	-0.4	-0.3	-2	1	-2	-0.2	7
- CC(=O)Nc1ccc(NC(=O)CSc2nc3c(=O)n(C)c(=O)n(C)c3n2C)cc1
    0.1	2	-1	4	.	.	-1	-1	.	2.4	-7
- CCCCCn1c(CN2CCN(C(=O)OCC)CC2)nc2c1c(=O)[nH]c(=O)n2C
    -2.5	5	-3	5	0.0	0.6	1	-18	36	1.2	-6
- COc1ccc(S(=O)(=O)N2CCCCC2)cc1NC(=O)C1CC(=O)N(Cc2ccccc2)C1 (stereo unspecified)
    0.7	-4	12	-6	0.4	-2.1	-1	9	13	-0.5	-7
- Cc1ccn2c(=O)nc(SCC(=O)NC3CCCC3)nc2c1
    0.1	-5	-4	-7	2.0	-1.5	-2	13	190	2.9	-15
- CC(=O)Nc1cccc(NC(=O)Nc2cccc3ccccc23)c1
    -0.8	3	-7	-5	2.5	-1.2	1	-10	-12	1.6	1
- NC(=O)C1CCCN(C(=O)c2ccc(Cl)c(S(=O)(=O)N3CCc4ccccc43)c2)C1 (stereo unspecified)
    0.2	4	-5	-14	.	.	0	-12	.	0.2	-9
- COc1cccc(S(=O)(=O)Nc2cccc(C(=O)N3CCOCC3)c2)c1
    -2.1	0	-3	6	1.8	0.3	2	1	478*	2.7	1
- COc1ccc(Cn2nnc3c(=O)[nH]c(C4CCN(C(=O)c5ccccc5Cl)CC4)nc32)cc1
    -0.4	-1	-4	-9	0.5	-0.1	2	3	6	3.3	-8
- COc1ccc(CCNC(=O)c2ccc(=O)[nH]c2)cc1
    2.1	3	-19	4	0.5	0.6	-4	-8	2	6.2	-4
- CCOC(=O)c1ccc(N2C(=O)CC(N3CCCC(C)C3)C2=O)cc1 (stereo unspecified)
    -2.9	6	18	-1	1.0	0.7	1	6	189	2.5	3
- O=C(N/N=C/c1ccc(N2CCCCC2)o1)c1ccccc1
    1.4	-4	4	-7	1.6	1.5	3	18	9	3.3	-5
- CC(=O)N1CCN(Cc2cc(=O)n3cc(Cl)c(C)c(Cl)c3n2)CC1
    1.5	-1	-1	0	1.4	0.6	1	-11	9	3.7	-1
- CCOc1ccccc1N1C(=O)c2ccc(C(=O)O)cc2C1=O
    -2.0	-8	2	-2	3.5	-3.1	1	19	-16	1.6	7
- COc1ccc(C(=O)Nc2ccc(C(=O)NCCc3ccc(OC)c(OC)c3)cc2)cc1
    1.6	-1	-2	-14	0.6	-1.0	5	0	125	4.1	-5
- O=C(CNC(=S)NC(=O)c1ccccc1)c1ccccc1
    -1.1	3	-2	-5	2.4	-2.2	-10	21	31	-0.3	-4
- O=C(Nc1ccccn1)c1ccc(Cl)s1
    -1.4	3	0	13	0.8	0.4	1	-8	-6	1.7	10
- Cn1c(-c2ccc3c(c2)OCO3)cnc1NCc1ccccc1Cl
    2.8	1	3	1	0.4	-0.8	3	-2	-14	2.0	-5

# Not a retest: an excerpt of the list.
# Results follow in this order: CDK5 inh	HTR5A ag ctr	Tat export inh	PKA-R2B act	AddAB inh	E coli growth	DAGLB inhibitor	HTR5A inv ag	Mot1-301 SUMO	phage Ecoli inh	PKA-R1A act
- COc1ccc(Cn2nnc3c(=O)[nH]c(C4CCN(C(=O)c5ccccc5Cl)CC4)nc32)cc1
    -0.4	-1	-4	-9	0.5	-0.1	2	3	6	3.3	-8
- COc1ccc(CCNC(=O)c2ccc(=O)[nH]c2)cc1
    2.1	3	-19	4	0.5	0.6	-4	-8	2	6.2	-4

# (cont.)
# Results follow in this order: CDK5 inh	HTR5A ag ctr	Tat export inh	PKA-R2B act	AddAB inh	E coli growth	DAGLB inhibitor	HTR5A inv ag	Mot1-301 SUMO	phage Ecoli inh	PKA-R1A act
- O=C(c1cc(-c2ccccc2)on1)N1CCN(C(=O)c2ccco2)CC1
    -1.8	6	-8	-3	2.5	-3.0	2	8	8	3.9	-4
- CC1(C)CC(=O)C2=C(C1)N(Cc1ccccc1)C(=O)C2(O)C(F)(F)F (stereo unspecified)
    0.7	3	0	-8	0.5	2.4	-6	-9	10	1.9	-2
- CCCNC(=O)c1cc2c3ccccc3n(C)c2s1
    -2.7	-1	-9	-1	-0.4	2.3	-2	-6	25	1.0	-3
- CN1CCN(NC(=O)c2cc(S(=O)(=O)Nc3ccc(Cl)cc3)ccc2Cl)CC1
    0.5	3	-8	-9	0.8	2.4	-1	-9	231	3.1	-7
- CCSc1nc2c(sc3ccccc32)c(=O)n1C(C)C
    -1.8	-3	3	-2	-0.2	-1.2	-10	7	112	3.1	-7
- CN(Cc1cn(C)nc1-c1cccc(Cl)c1)C1CCOCC1
    1.1	1	-13	-1	1.7	-0.3	-1	-1	0	3.2	5
- CC(=O)c1ccc(OC(C)C(=O)Nc2cccc(S(=O)(=O)NCc3ccco3)c2)cc1 (stereo unspecified)
    2.0	1	-1	-5	3.0	-1.0	1	-3	17	-0.5	-8
- c1cc(CNC2=NCCCCC2)ccn1
    0.4	4	1	2	1.5	-2.4	1	5	-18	1.1	-7
- Cc1ccc(C)c(OCCC(=O)OCC(=O)NNC(=O)c2ccccc2)c1
    1.0	7	3	-1	0.5	-0.9	0	-17	-14	2.6	-12
- O=C(COC(=O)c1cc(Br)ccc1O)Nc1cccnc1Cl
    1.3	0	-13	-1	-1.2	0.1	-2	1	-8	6.4	-5
- NC(N)=Nc1nc2ccc(Cl)cc2c(=O)[nH]1
    2.7	-4	-15	10	1.3	-0.6	1	10	-11	6.3	-11
- Cc1ccc(S(=O)(=O)N2CCCC2)s1
    0.6	0	3	3	1.1	-0.7	1	11	1	0.7	-12
- COc1ccc(C(=O)Nc2ccc(NC(C)=O)cc2)cc1S(=O)(=O)N1CCCCC1C (stereo unspecified)
    1.0	-4	3	-11	0.4	-2.3	-2	11	-2	.	-12
- N#CCSc1nn(-c2ccc(F)cc2)c(=S)s1
    0.6	0	-10	-14	-1.2	-1.8	1	0	11	2.3	10
- Cc1cccc(C)c1NC(=O)C1CCCN1C(=O)NCc1ccccc1 (stereo unspecified)
    0.2	11	1	6	2.9	1.1	-2	-32	5	3.6	-3
- COC1(c2ccccc2)NC(=S)NN=C1c1ccccc1 (stereo unspecified)
    1.3	-9	-2	8	5.6	0.9	3	20	437	3.4	1
- CCOC(=O)CSC1=C(C#N)C(c2ccc(C)cc2)C(C(=O)OC)C(=O)N1 (stereo unspecified)
    -1.2	0	3	-12	-1.2	0.4	0	0	1	3.5	4
- CCOc1cccc(NC(=O)C2CC(=O)N(C)C(=Nc3ccccc3)S2)c1 (stereo unspecified)
    5.3	3	9	-2	0.5	-3.4	-9	-9	-1	3.1	-5
- CC(CNC(=O)CCC(=O)N1CCOc2ccccc21)c1ccccc1 (stereo unspecified)
    0.1	3	-8	-9	2.7	-0.8	-1	8	-6	1.3	-4
- N=c1n(CCN2CCOCC2)c2ccccc2n1CC(=O)c1ccc(Cl)c(Cl)c1
    0.7	.	10	-8	-1.0	-4.1	-1	.	8	0.2	-9
- COC(=O)c1cc2c(C(F)(F)F)nn(C)c2s1
    0.6	.	-4	.	0.4	-0.9	.	.	202	-0.5	.
- Cc1csc2c(C#N)c(=O)c3c(n12)CCC3
    0.2	1	-12	6	-1.6	2.9	4	-3	-7	0.6	-1
- Cc1ccc(S(=O)(=O)N2[C@@H](c3ccc4c(c3)OCO4)C(C(=O)O)=C[C@H]2C(C)(C)C)cc1
    0.2	1	-9	-5	1.5	-2.0	3	-3	1	2.2	-2
